CRFR2-BP antag = CRF-BP/CRF-R2 complex antagonism. actives 0.59% (n = 350,000). inhibition, % at 11.8 µM. HEK293 CRF-R2/CRF-BP, CRF-induced calcium fluorescence;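 active means inhibition of the ligand-induced calcium signal above about 50% at the single tested concentration, limit read from the data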
NS3 helicase inh = blocks Hepatitis C virus NS3 helicase unwinding. inhibition, % at 10.9 µM. AID 1800. actives 0.56% (n = 290,000). NS3 helicase DNA unwinding, Cy5 molecular beacon fluorescence;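 active means inhibition above the mean of all tested compounds plus 3 SD, set per campaign, cut at about 35% in these data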;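 further: 0% = DMSO wells and 100% = thioflavine S control wells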
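Control set: DMSO versus 110 µM thioflavine S; Material: NS3 helicase fragment of HCV; Measured by: Cy5 fluorescence at 0 and 60 min, beacon hairpin quenching; Read-out basis: percent inhibition from t60/t0 fluorescence ratio; Times: reaction time 60 min, 25 °C; Repeats: single replicate; Compound dosing: single dose, 10.9 µM nominal final, DMSO 0.8% final.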
GalR3 antagonist = antagonists of human GalR3 | HEK293 GalR3-CNG cAMP membrane potential fluorescence; galR3 body fused to GalR1 C-terminus | inhibition, % at 3 µM | actives 0.44% (n = 360,000);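 active means inhibition above the screen-wide average plus 3 SD, cut at about 13% in these data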;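 further: forskolin and galanin both at EC90 stimulate the cells; cAMP rise reported by CNG channel membrane potential dye signal; 0% = forskolin plus galanin with DMSO and 100% = forskolin alone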
Target sequence (O60755 1-299 limits assumed): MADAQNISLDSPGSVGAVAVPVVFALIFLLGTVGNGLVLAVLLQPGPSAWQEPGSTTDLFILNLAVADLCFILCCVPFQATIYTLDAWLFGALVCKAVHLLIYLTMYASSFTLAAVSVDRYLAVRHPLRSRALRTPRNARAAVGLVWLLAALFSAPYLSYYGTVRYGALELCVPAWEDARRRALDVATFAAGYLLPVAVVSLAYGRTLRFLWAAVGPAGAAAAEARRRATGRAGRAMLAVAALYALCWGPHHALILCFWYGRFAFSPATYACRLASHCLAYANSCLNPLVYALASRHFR
CRFBP-R2 agonist = agonists of human CRF-binding protein/CRF-R2 receptor complex; HEK293 CRF-R2/CRF-BP, calcium dye fluorescence (FLIPR); percent of saturating CRF peptide response; activation, % at 13.2 µM; actives 0.46% (n = 350,000);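 active means activation of at least 50%, plus an integration ratio under a set limit after plate pattern correction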;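 further: plate controls were neutral control wells without compound for no effect and CRF at EC100 for full effect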
UBC9 SUMO inh = blocks human SUMOylation mediated by UBC9. AID 2006. HTRF SUMOylation assay, SAE1/SAE2 + UBC9, in vitro. actives 0.36% (n = 290,000). P63279. inhibition, % at 35 µM; in the data active means inhibition above about 50%, passing the limit was not always enough; further: strong numbers were not always called active
Target sequence (P63279 whole entry, looked up): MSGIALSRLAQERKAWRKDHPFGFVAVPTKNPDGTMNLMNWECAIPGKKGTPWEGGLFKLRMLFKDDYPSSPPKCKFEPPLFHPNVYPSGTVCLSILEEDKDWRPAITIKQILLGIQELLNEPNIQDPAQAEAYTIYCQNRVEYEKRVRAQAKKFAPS
MEKK2mut PB1 HTS = signal of MEK5 binding to mutant human MEKK2 PB1 domain; percent response, % at 10 µM; actives 0.35% (n = 290,000); bead flow cytometry, Alexa488-MEK5 binding to MEKK2 mutant; in the data active means percent response above about 24%, passing the limit was not always enough; further: inactives centre near 1; some results filed as inactive read as strong as hits
MEKK3 PB1 HTS = MEKK3-MEK5 PB1 interaction, increase or decrease | Q99759 | binding response (% of control), % at 10 µM | actives 1.4% (n = 290,000) | bead-based flow cytometry, Alexa488-MEK5 binding to MEKK3; actives lie on both sides; 0 = blocked by unlabeled MEK5, 100 = vehicle;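 active means binding response more than 3 SD above or below the average of its plate-row segment, actives on both sides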;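 further: Alexa488 bead fluorescence after subtracting the streptavidin-only scavenger bead signal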
Target sequence (Q99759 whole entry, looked up): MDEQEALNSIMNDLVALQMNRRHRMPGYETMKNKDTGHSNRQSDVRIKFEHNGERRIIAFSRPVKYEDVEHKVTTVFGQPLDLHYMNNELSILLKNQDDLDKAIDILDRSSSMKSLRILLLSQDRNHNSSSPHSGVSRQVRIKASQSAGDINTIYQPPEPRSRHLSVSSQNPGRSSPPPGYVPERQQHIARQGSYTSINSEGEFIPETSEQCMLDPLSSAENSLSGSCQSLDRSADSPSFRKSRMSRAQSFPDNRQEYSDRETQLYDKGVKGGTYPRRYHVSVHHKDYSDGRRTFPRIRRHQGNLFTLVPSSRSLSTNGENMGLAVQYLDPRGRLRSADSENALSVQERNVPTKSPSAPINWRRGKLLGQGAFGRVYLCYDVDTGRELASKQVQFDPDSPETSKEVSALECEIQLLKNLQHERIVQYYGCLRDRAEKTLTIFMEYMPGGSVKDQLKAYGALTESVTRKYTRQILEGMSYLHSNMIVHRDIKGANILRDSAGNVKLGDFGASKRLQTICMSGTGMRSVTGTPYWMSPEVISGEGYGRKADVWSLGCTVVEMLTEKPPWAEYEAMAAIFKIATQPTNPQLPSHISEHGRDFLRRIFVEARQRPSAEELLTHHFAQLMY
MEKK2wt PB1 HTS = raises or lowers MEK5 binding to wildtype human MEKK2 PB1 domain. AID 1531. Q9Y2U5. bead flow cytometry, Alexa488-MEK5 binding to MEKK2 WT; actives lie on both sides. actives 1.1% (n = 290,000). binding response (% of control), % at 10 µM; in the data active means binding response below about 67% or above about 130%
DNA FID counter = counter-screen for HCV NS3 helicase inhibitors: DNA intercalator displacement; DNA fluorescent intercalator displacement, fluorescence; inhibition, % at 7.9 µM; actives 0.17% (n = 290,000); in the data active means inhibition above about 37%;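 further: 0% = vehicle and 100% = reference compound; higher means more ethidium bromide displaced from hairpin DNA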
Active calls of the source: *; nt = no result given; [ ] = remark or other dose.

Order of values: CRFR2-BP antag	NS3 helicase inh	GalR3 antagonist	CRFBP-R2 agonist	UBC9 SUMO inh	MEKK2mut PB1 HTS	MEKK3 PB1 HTS	MEKK2wt PB1 HTS	DNA FID counter
CC(C)NC(=O)C(=O)NCCCN1CCOCC1
  1	5	2	0.3	6	-9	101	87	9
COc1cc(C=Nc2cccc(C)c2)c(O)c([N+](=O)[O-])c1
  18	4	-6	-3.8	3	-2	94	92	2
COc1ccc(NC(=O)CN(C)S(=O)(=O)c2ccc3c(c2)n(C)c(=O)c(=O)n3C)cc1
  -8	0	-6	-0.3	11	1	98	101	-13
CC(O)CNc1nc2ccccc2n1CC(=O)NC12CC3CC(CC(C3)C1)C2 (centres undefined)
  -21	-13	-10	0.3	14	-10	103	88	-1
O=C(Cn1nnc(-c2ccccc2-n2cnnn2)n1)c1ccccc1
  7	16	0	-1.4	13	5	103	107	-4
CN(C)c1ccc(/C=N/Nc2cc(N3CCOCC3)nc(N3CCOCC3)n2)cc1
  -23	7	-2	1.5	52	2	100	104	-8
Cn1cccc1C(C(=O)NC1CCCCC1)N(C(=O)Cc1cccs1)c1ccc2c(c1)OCO2 (centres undefined)
  -7	-5	-4	-0.1	25	2	103	105	-5
COc1ccc(Cn2c(-c3ccco3)nc3oc4cc(OC)ccc4c(=O)c3c2=O)cc1
  22	10	-4	-2.0	-11	1	97	93	-1
CC(NC(=O)c1noc2c1CCCC2)c1ccccc1 (centres undefined)
  -28	-2	-6	3.2	-3	4	99	103	1
O=C1CCCCC1c1cccc2ccccc12 (centres undefined)
  15	13	-9	-0.3	5	-3	95	96	-7

3 entries out of the list above, sorted by their value in MEKK2wt PB1 HTS, largest number first.
smiles | MEKK2wt PB1 HTS
CN(C)c1ccc(/C=N/Nc2cc(N3CCOCC3)nc(N3CCOCC3)n2)cc1 | 104
O=C1CCCCC1c1cccc2ccccc12 (centres undefined) | 96
CC(O)CNc1nc2ccccc2n1CC(=O)NC12CC3CC(CC(C3)C1)C2 (centres undefined) | 88

(cont.)
Order of values: CRFR2-BP antag	NS3 helicase inh	GalR3 antagonist	CRFBP-R2 agonist	UBC9 SUMO inh	MEKK2mut PB1 HTS	MEKK3 PB1 HTS	MEKK2wt PB1 HTS	DNA FID counter
CC(=O)c1c(N2CCOCC2)[nH]c(-c2ccccc2)nc1=S
  -23	9	0	6.7	-18	-4	94	97	-1
COc1ccc(-n2c(C)cc(C(=O)COC(=O)c3cc(NC(=O)c4cccs4)c(OC)c(OC)c3)c2C)cc1
  -3	3	1	0.2	-3	15	97	120	-3
O=C(CSc1ccc(Cl)cc1)c1ccco1
  8	9	nt	1.0	7	2	103	99	-15
Cn1cccc1CC(=O)N/N=C/c1cccc([N+](=O)[O-])c1
  -5	18	-1	1.7	6	-2	87	91	-7
CCc1nnc(NC(=O)CSc2nnc(C)n2Cc2ccccc2)s1
  3	3	-1	0.0	-14	2	66	80	-14
O=C(Nc1cccc2ncccc12)c1ccccc1F
  13	-2	-9	1.1	2	8	104	111	-3
COc1c(Cl)cc(Cl)cc1C(=O)Nc1ccc(CN2CCCCC2)cc1
  3	-18	-8	-0.7	7	13	107	114	16
S=C1NCCc2ccc(Cl)cc2C1c1ccccc1 (centres undefined)
  -16	-7	-8	0.8	8	4	105	100	-6
CCN1CCN(c2nc3c(c(=O)n(C)c(=O)n3C)n2Cc2cccc3ccccc23)CC1
  -10	-7	-6	0.8	0	5	110	109	-2
COc1ccc(NC(=O)COc2ccc(/C=C/c3cc[n+](C)cc3)cc2OC)cc1
  1	-14	-8	3.7	42	-1	98	103	13
CCCCC1=CC2=CC(=O)C(C)(OC(=O)CC)C(=O)C2=CN1CCc1ccccn1 (centres undefined)
  2	nt	-1	3.3	15	3	99	100	nt
Cc1c(CCO)c(=O)n2c([nH]c3ccccc32)c1C#N
  4	1	4	-0.7	0	7	107	109	-2
C#CC[N+](CC)(CC)CC#Cc1ccccc1
  22	9	6	0.7	10	-29	77	85	6
O=C(c1cccc(C(F)(F)F)c1)N(c1ccccn1)C1CCCCC1
  -47	-6	5	-1.1	2	-11	94	83	-23
O=S(=O)(c1ccc(OCC(O)CNCc2ccco2)c(Cl)c1)N1CCOCC1 (centres undefined)
  -13	6	3	2.8	-4	nt	nt	nt	8
Cc1nc2c(Br)cc(Br)cc2cc1O
  8	14	1	3.0	11	3	106	104	4
O=C(N/C=C/n1cnc2cc(C(F)(F)F)ccc21)c1ccccc1F
  -2	7	3	-3.1	15	2	102	103	-10
CC1(C(=O)NC2CCCCCCC2)CCC(=O)N1Cc1ccco1 (centres undefined)
  14	-3	-5	-5.1	25	1	97	97	-9
O=C(NCc1ccccn1)c1cc(-c2ccc(Cl)cc2)nc2ccccc12
  -15	-7	4	-1.6	1	-4	90	89	-13
CCCOC(=O)c1ccc(NC(=O)C2CCCO2)cc1 (centres undefined)
  -4	-2	-7	0.2	3	2	111	110	-6
Cc1cc(C)n2nc(C(=O)NNC(=O)c3ccc(Cl)cc3)nc2n1
  3	4	-3	-1.3	6	10	119	114	-3
COc1ccc(N2CCN(CC(O)COC(C)(C)C)CC2)cc1 (centres undefined)
  5	2	-7	-0.2	10	-5	98	93	2
CCCCOC(=O)C1[C@H]2C(=O)N(CCc3ccccc3)C[C@]23C=C[C@H]1O3 (some centres undefined)
  -5	6	-3	1.1	-2	2	101	102	-22
CCN(CC)c1nc(C)c(C(C)=O)cc1C#N
  -8	0	-1	-1.0	5	14	94	99	-1
COCCNS(=O)(=O)c1ccc(OCC(=O)N2CCc3ccccc3C2)c(Cl)c1
  2	-20	-8	1.2	15	2	102	102	-31
CCN(CC1CCCN(CCc2cccc(OC)c2)C1)C(=O)c1ccoc1C (centres undefined)
  -2	-6	-2	0.4	5	1	101	105	1
C/C(=N\N1CCN(Cc2ccccc2Cl)CC1)c1ccc(F)cc1
  0	4	-5	-1.6	-1	-16	88	97	-5
CC1=CC(C)C(CN(CCC[N+](C)(C)C)C(=O)Nc2ccccc2)C(C)C1 (centres undefined)
  4	-15	0	1.1	-6	0	95	102	18
N/C(=N\OC(=O)Nc1ccccc1)c1ncc([N+](=O)[O-])s1
  8	3	-1	0.1	11	0	100	101	7
Cc1ccc(NC(=O)C2CCN(C(=O)c3ccco3)CC2)cc1C
  -8	6	-5	-2.9	7	2	104	104	-15

Of the compounds above, these have a thiophene ring, fused or not.
Order of values: CRFR2-BP antag	NS3 helicase inh	GalR3 antagonist	CRFBP-R2 agonist	UBC9 SUMO inh	MEKK2mut PB1 HTS	MEKK3 PB1 HTS	MEKK2wt PB1 HTS	DNA FID counter
Cn1cccc1C(C(=O)NC1CCCCC1)N(C(=O)Cc1cccs1)c1ccc2c(c1)OCO2 (centres undefined)
  -7	-5	-4	-0.1	25	2	103	105	-5
COc1ccc(-n2c(C)cc(C(=O)COC(=O)c3cc(NC(=O)c4cccs4)c(OC)c(OC)c3)c2C)cc1
  -3	3	1	0.2	-3	15	97	120	-3

Further compounds follow:
Order of values: CRFR2-BP antag	NS3 helicase inh	GalR3 antagonist	CRFBP-R2 agonist	UBC9 SUMO inh	MEKK2mut PB1 HTS	MEKK3 PB1 HTS	MEKK2wt PB1 HTS	DNA FID counter
O=C1NC(=Nc2ccccc2Cl)S/C1=C\c1cc([N+](=O)[O-])ccc1O
  -44	19	-4	61*	8	6	101	105	6
C=CCOc1ccc(/C=C2\SC(N3CCCCC3)=NC2=O)cc1
  40	0	-10	-0.4	12	7	102	102	-34
CC1CCC(C(C)C)C(OCC(O)C[N+]2(C)CCCCC2)C1 (centres undefined)
  11	-1	-2	-1.3	0	-12	94	85	23
CC(C)Cn1cnc2c(c1=O)c1nc3ccccc3nc1n2Cc1ccc2c(c1)OCO2
  nt	5	nt	nt	15	7	106	109	-9
CCOc1cc(/C=N/NC(N)=O)cc(Br)c1OCC(=O)Nc1cccc2ccccc12
  -23	-10	44*	2.3	-2	14	114	111	-17
COc1ccc(C(C#N)N2N=C(C)CC2c2ccccc2)cc1OC (centres undefined)
  -3	0	-4	-1.9	10	1	101	100	-5
Cc1c(C(=O)Nc2cc(S(=O)(=O)N3CCOCC3)ccc2N2CCN(C)CC2)oc2ccccc12
  -12	-48	0	4.7	-1	16	108	113	3
Cc1nn2c3c(cnc2c1-c1ccc(Cl)cc1)C(=O)CC(c1ccco1)C3 (centres undefined)
  -86	nt	-4	10	58	2	104	98	nt
CCOc1ccccc1C(=O)N[C@H](C(=O)Nc1cc(S(=O)(=O)N(C)C)ccc1OC)C(C)C
  2	-10	-2	-6.0	4	-4	107	99	5
COC(=O)c1nn(-c2ccccc2)c(=O)cc1Oc1ccc(Cl)cc1
  12	4	3	-1.6	-1	-2	96	96	-9
Cc1sc2nc(-c3ccco3)oc(=O)c2c1C
  4	2	1	0.5	18	12	114	116	-1
Cc1cnc(C(=O)OCC(=O)N2CCc3ccccc3C2)cn1
  27	0	0	-2.4	22	6	100	102	-8
O=C(COc1ccccc1)N1CCN(S(=O)(=O)c2ccc(Cl)cc2)CC1
  -2	3	-7	0.3	12	-5	97	95	-12
O=C(COc1cc2oc(=O)c3c(c2cc1Cl)CCC3)Nc1ccccn1
  -7	14	-8	4.2	16	2	105	106	-19
O=C(N/N=C1\CCSC1)c1cc(Cl)ccc1O
  -4	-2	-2	0.6	4	-19	79	84	-1
C/C(=N\NS(=O)(=O)c1ccccc1)c1cccc(NC(=O)c2cccc(Cl)c2)c1
  -6	11	0	-1.3	-9	8	99	102	-1
CCCCc1cc(=O)oc2cc(OCC(=O)N(CC)CC)c(Cl)cc12
  6	2	-2	0.0	-16	1	99	102	-10
CCN(CCO)C(=O)c1ccc2oc(Cc3ccc(Cl)cc3)nc2c1
  12	1	-5	-1.7	8	6	103	106	-27
Cc1ccc2c(C(=O)CNc3nncs3)c(C)[nH]c2c1
  -1	-7	-3	2.2	12	-28	75	73	2
O=C1NC[C@H](c2ccccc2)N(CCc2cccc(F)c2)C1=O
  6	nt	-4	-0.5	8	-10	79*[inhibitor]	94	nt
O=C(N1CCCC1)N1CCN(S(=O)(=O)c2ccccc2)CC1
  10	16	-8	-1.4	2	3	103	100	-6
CCCCOc1ccc(C(=O)NCC2(c3ccc(OC)cc3)CCOCC2)cc1
  1	-9	-11	-3.3	12	-5	94	85	-19
COc1ccc(C2C(C(=O)Nc3cccnc3)=C(C)Nc3nc(-c4cccs4)nn32)cc1OC (centres undefined)
  -9	2	0	-0.8	10	2	107	109	-10
NC(=O)c1ccc(-n2nnnc2SCC(=O)Nc2ccccc2F)cc1
  0	4	-6	0.6	3	7	103	109	-3
O=C(COC(=O)CCSc1ccc(Cl)cc1)NCc1ccco1
  16	6	-3	-4.9	-3	7	103	101	-10
CS(=O)(=O)c1ccc(Cl)c(NC(=O)COC(=O)CNC(=O)c2ccc(Br)o2)c1
  7	18	-4	3.2	20	nt	nt	nt	-4
O=C(CSc1nnc2c(Cl)cc(Cl)cn12)N1CCOCC1
  1	-2	nt	0.8	-6	5	99	101	-2
CCc1ccc(NC(=O)COC(=O)c2ccc(Cl)c(S(=O)(=O)N3CCCCCC3)c2)cc1
  6	0	-4	-2.3	-11	1	102	115	-11
CC1CC(C)CN(C(=O)c2ccc3c(=O)n(Cc4ccc5c(c4)OCO5)c(=S)[nH]c3c2)C1 (centres undefined)
  14	-11	-7	-1.4	-8	-3	102	95	-2
CSc1ccc(/C=C(/NC(=O)c2ccco2)C(=O)N2CCCCCC2)cc1
  -10	-10	2	-1.8	10	3	103	98	-40

Assay outcomes from PubChem.

Only part of the results is shown, so the mix of outcomes need not match the whole.
